# Screening data as filed in PubChem.
# EphB4 ephrin blk = EphB4-ephrin-B2 interaction antagonists, primary screen, biochemical, TNYL-RAW peptide probe, fluorescence polarization. EphB4 LBD / TNYL-RAW-Alexa532 peptide. inhibition, % at 7 µM. actives 0.15% (n = 97,000). AID 720, 2007;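 active = inhibition above the screen-wide mean inhibition plus 3 SD, cut at about 15% in these data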;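 also: 0% = DMSO wells and 100% = excess unlabeled TNYL-RAW peptide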
# CYP2C9 act = human CYP2C9 activators, primary screen, biochemical, luminescence | recombinant CYP2C9, luciferin-H conversion; hits give high values; factor 1 = untreated enzyme, 0 = blocked | activation factor at 5 µM | actives 1.4% (n = 96,000) | AID 1024, 2008;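 active = activation factor of 2 or more for CYP2C9 at a 5 µM dose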;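 also: 0 = sulfaphenazole-blocked wells and 1 = vehicle-only wells; values of inactives mirror those of a sister screen read the other way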
# Candida biofilm = clotrimazole potentiators killing Candida biofilms, primary screen, with clotrimazole, Alamar Blue | C. albicans biofilm + clotrimazole | inhibition, % at 6 µM | actives 0.14% (n = 85,000) | AID 834, 2007;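 active = inhibition above 20%; inactive = inhibition below 20%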;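 also: preformed 24 hr biofilms exposed to compound for 48 hr; 0% = biofilm without compound and 100% = blank killed by clotrimazole plus chlorhexidine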
# PLK1 inh = human PLK1 kinase inhibitors, primary screen, biochemical, TR-FRET; AID 619, 2007; actives 0.53% (n = 97,000); inhibition, % at 10 µM; Serine/threonine-protein kinase PLK1 (Homo sapiens), P53350; recombinant PLK1 kinase, TR-FRET peptide phosphorylation;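 active = inhibition of 50% or more in the single-concentration screen; inactive = inhibition below 50%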;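 also: 0% = DMSO max control and 100% = H-89 dihydrochloride min control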
# PTPN22 act = LYP phosphatase activators, primary screen, biochemical, DiFMUP fluorescence, 2 µM. recombinant LYP; 0 = plate median, 100 = signal doubled. activation, % at 2 µM. actives 0.11% (n = 96,000). AID 697, 2007;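 active = activation at 2 µM above a set limit, the mean plus 5 SD, cut at about 37% in these data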
# Target sequence (Q9Y2R2 whole entry, looked up): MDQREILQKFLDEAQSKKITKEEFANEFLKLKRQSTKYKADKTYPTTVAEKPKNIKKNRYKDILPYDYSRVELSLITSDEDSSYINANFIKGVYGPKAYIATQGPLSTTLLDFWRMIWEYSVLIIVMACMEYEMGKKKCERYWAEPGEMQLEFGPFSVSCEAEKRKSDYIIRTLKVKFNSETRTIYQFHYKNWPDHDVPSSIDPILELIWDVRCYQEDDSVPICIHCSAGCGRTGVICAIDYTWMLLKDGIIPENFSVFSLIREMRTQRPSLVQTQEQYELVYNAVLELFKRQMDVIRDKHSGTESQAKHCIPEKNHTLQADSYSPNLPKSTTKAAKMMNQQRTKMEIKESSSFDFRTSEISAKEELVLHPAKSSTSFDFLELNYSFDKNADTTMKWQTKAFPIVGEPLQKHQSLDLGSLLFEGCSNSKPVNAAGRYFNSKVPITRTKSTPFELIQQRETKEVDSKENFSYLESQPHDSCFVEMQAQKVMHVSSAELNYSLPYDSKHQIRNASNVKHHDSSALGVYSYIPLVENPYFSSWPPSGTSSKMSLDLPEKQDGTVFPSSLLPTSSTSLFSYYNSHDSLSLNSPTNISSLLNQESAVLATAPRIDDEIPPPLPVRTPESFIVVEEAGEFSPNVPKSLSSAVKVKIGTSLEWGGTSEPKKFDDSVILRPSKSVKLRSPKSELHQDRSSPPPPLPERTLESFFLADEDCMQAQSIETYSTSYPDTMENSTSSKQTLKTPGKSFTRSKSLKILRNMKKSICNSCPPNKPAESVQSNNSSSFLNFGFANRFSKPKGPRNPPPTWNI
# Rev-RRE block = HIV-1 Rev-RRE binding inhibitors, primary screen, biochemical, FRET, protein-RNA interaction. P05866. Rev peptide-RRE RNA binding. inhibition, % at 8 µM. actives 0.79% (n = 97,000). AID 704, 2007;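 active = inhibition above the screen-wide mean plus 3 SD, cut at about 35% in these data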;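 also: 0% = median DMSO wells and 100% = median Neomycin B control wells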
# Target sequence (P05866 whole entry, looked up): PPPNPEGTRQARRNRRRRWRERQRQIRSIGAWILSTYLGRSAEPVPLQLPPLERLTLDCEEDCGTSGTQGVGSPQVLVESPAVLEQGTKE
#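 assay system = Cy5-tagged RRE RNA duplex with fluorescein-tagged Rev peptide | incubation = 5 + 15 min at 25 °C | also added = labelled Rev peptide | measure = % inhibition of FRET ratio versus controls | benchmarks = DMSO wells as 0% and neomycin B wells as 100% inhibition | measured by = FRET fluorescence readout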
# CYP2C9 inhib = blockers of cytochrome P450 2C9 activity – biochemical, luminescence, ADME assay, primary screen. P11712. CYP2C9 Supersomes, luciferin-H conversion. inhibition, % at 5 µM. actives 20% (n = 96,000). AID 777, 2007;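 active = blocking of liver enzyme CYP2C9 beyond about 50% at 5 µM, limit read from the data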; also: values of inactives mirror those of a sister screen read the other way
# PTPN22 inh 2 = PTPN22 phosphatase inhibitors, primary screen, biochemical, DiFMUP fluorescence, 2 µM; AID 640, 2007; Tyrosine-protein phosphatase non-receptor type 22 (Homo sapiens), Q9Y2R2; actives 0.21% (n = 96,000); inhibition, % at 2 µM; recombinant LYP catalytic domain;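 active = inhibition at 2 µM at or above a set limit, the screen mean plus 3 SD, cut at about 24% in these data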;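 also: 0% = DMSO with enzyme and 100% = enzyme fully blocked by orthovanadate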
# Plk1 PBD FP = Plk1 polo box domain binding inhibitors, primary screen, biochemical, fluorescence polarization | Serine/threonine-protein kinase PLK1 (Homo sapiens), P53350 | inhibition, %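 (tested at about 20 µM)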 | actives 0.13% (n = 97,000) | Plk1 PBD phosphopeptide binding; in the data active = inhibition above about 34%, passing the limit was not always enough
# Active calls of the source: *; / = no result given.
SMILES,EphB4 ephrin blk,CYP2C9 act,Candida biofilm,PLK1 inh,PTPN22 act,Rev-RRE block,CYP2C9 inhib,PTPN22 inh 2,Plk1 PBD FP
CCCC(C)NCC(=O)Nc1ccccc1-c1ccccc1 (stereo not drawn),3,0.6,/,-8,0,0,41,-1,-42
O=c1[nH]c2ccccc2nc1Cc1ccccc1,0,0.9,6,-5,5,1,6,-6,-4
Cc1ccc(S(=O)(=O)N2CCN(C(=O)CSC3CCCC3)CC2)c(C)c1,-2,1.4,2,-10,0,0,-39,3,-19
O=C(NCc1ccccc1)C(c1ccccc1)N(Cc1ccc2c(c1)OCO2)C(=O)Cc1cccs1 (stereo not drawn),-2,/,6,-9,-4,11,/,3,-1
COC(=O)Cn1c(CN2CCN(c3ccc(F)cc3)CC2)nc2c1c(=O)n(C)c(=O)n2C,/,0.8,10,9,1,/,23,-2,2
COc1cccc(COc2nc3c(c(=O)n(C)c(=O)n3C)n2C)c1,0,1.1,3,-15,7,3,-6,-8,-21
COc1ccc(OC)c(C2=NOC(C(=O)NCCN3CCOCC3)C2)c1 (stereo not drawn),-9,1.5,1,-16,-10,2,-49,9,2
O=C(Nc1ccccc1)c1nnsc1S(=O)c1ccc(Cl)cc1 (stereo not drawn),3,0.4,/,-8,-12,10,64*,14,4
O=C1N(Cc2ccccc2F)c2ccccc2C12OCCCO2,-7,1.4,8,-10,-15,-2,-39,17,-2
CC(OC1=CC(=O)CCC1)C(=O)c1ccccc1 (stereo not drawn),-1,1,6,-6,-5,5,2,5,1
CC(C)SC1=NC(C)(C)C=C(/C=C/c2ccc(Cl)cc2Cl)N1,-4,0.4,4,-3,3,-4,62*,-2,-6
O=C(Nc1ccccc1Cl)c1c(F)c(F)c(F)c(F)c1F,-3,/,0,-8,-2,6,/,-3,-7
CCOC(=O)/C(C#N)=C1/SC(CC)C(=O)N1c1ccc(C)cc1 (stereo not drawn),5,0.4,5,-6,2,5,55*,-3,0
COc1ccc(CNc2nc3nc(C)cc(C)n3n2)cc1OC,-10,0.9,/,3,13,5,6,-16,-5
CC1(C)Oc2ccc3ccc(=O)oc3c2/C(=C/NCCO)C1=O,-1,1,6,4,0,-3,4,-3,1
O=c1[nH]c(CN2CCN(C/C=C/c3ccccc3)CC2)nc2ccccc12,2,0.8,/,12,-1,8,18,1,-25
CCOc1ccc(Nc2oc(-c3cccc(Cl)c3)nc2C#N)cc1,-2,0.9,3,31,-6,11,5,4,-7
CCc1ccc(C(C)NC(=O)Cn2cnc3c(=O)n(C)c(=O)n(C)c32)cc1 (stereo not drawn),-7,/,6,4,8,-4,/,-14,1
CCC(=O)Nc1cccc(NC(=O)c2cccc([N+](=O)[O-])c2)c1,-1,0.9,/,-15,-3,1,7,6,-2
Cc1cccc(N(CC(=O)NC2CCCCC2)C(=O)CCCC(=O)Nc2ccccn2)c1,7,/,8,-6,1,2,/,0,-6
Cc1oc2ccc(OCC(N)=O)cc2c1C(=O)OC(C)C,-4,0.6,/,-13,11,3,44,-15,-9
COc1ccc(/C(O)=C2/C(=O)C(=O)N(Cc3ccco3)C2c2cccs2)cc1 (stereo not drawn),-3,/,-2,-10,10,1,/,-12,10
COc1cccc2c1OC1(C)CC2NC(=O)N1Cc1ccccc1 (stereo not drawn),1,1.2,3,-15,-1,10,-20,4,14
COc1cc(-c2nnc3n2N=C(c2ccccc2)CS3)cc(OC)c1OC,-8,0.3,7,-14,-6,10,68*,7,-2
CCOC(=O)C1CCCN(c2c(NCCc3ccc(S(N)(=O)=O)cc3)c(=O)c2=O)C1 (stereo not drawn),0,1,12,-11,3,2,3,-6,-14
O=C(NCCCn1ccnc1)c1cnn2c1NC(c1ccccc1)CC2C(F)(F)F (stereo not drawn),1,0,5,-12,1,5,97*,-1,6
O=C(NCCCN1CCOCC1)c1coc2ccccc2c1=O,1,0.8,8,-23,5,4,18,-8,-8
CCOc1ccc(Br)cc1C1C(C(=O)OC)=C(N)Oc2cc(N(C)C)ccc21 (stereo not drawn),0,0.1,2,-5,0,38*,85*,2,-2
CCn1c(N2CCN(CC(=O)c3c[nH]c4ccccc34)CC2)nc2c1c(=O)[nH]c(=O)n2C,-4,0.5,3,-5,-10,6,54*,9,11
CC(C)(C)C1CCc2c(sc(NC(=O)c3cccs3)c2C(=O)N2CCCCC2)C1 (stereo not drawn),-1,1,2,-13,-9,5,3,12,5
CC(=O)c1cccc(NC(=O)NCc2cccnc2)c1,2,0.8,2,6,5,7,20,-10,-5
C=CCSc1nnc2c(n1)OC(c1cccnc1)Nc1ccccc1-2 (stereo not drawn),-4,1,5,-18,12,6,0,-12,-19
CCOC(CNC(=O)CCc1c(C)nc2ncnn2c1C)OCC,5,1.2,-3,-10,-1,10,-18,4,5
Cc1cc(OCC(=O)Nc2ccncc2)c(C)cc1Br,2,0,1,-3,5,1,100*,-6,-13
CC(=O)Nc1ccc(-c2cc(-c3ccc(NC(C)=O)cc3)nc(-c3ccccc3)n2)cc1,4,1.1,/,-8,-1,-2,-8,5,-17
O=C(c1cccc(F)c1)N1CCC(N2CCCCCC2)CC1,-2,0.8,9,-3,14,5,22,-12,-25

# Single values from the results shown:
# For PTPN22 inh 2, O=C(Nc1ccccc1Cl)c1c(F)c(F)c(F)c(F)c1F is entered as -3
# For PLK1 inh, O=C(Nc1ccccc1)c1nnsc1S(=O)c1ccc(Cl)cc1 (stereo not drawn) is entered as -8
# For PTPN22 act, COc1cc(-c2nnc3n2N=C(c2ccccc2)CS3)cc(OC)c1OC is entered as -6

# Additional entries.
SMILES,EphB4 ephrin blk,CYP2C9 act,Candida biofilm,PLK1 inh,PTPN22 act,Rev-RRE block,CYP2C9 inhib,PTPN22 inh 2,Plk1 PBD FP
Cn1c(SCC(=O)N2CCCC2)nc2ccccc2c1=O,4,0.8,2,-12,-3,7,21,1,-4
COc1ccc(-c2nc(Cc3ccc(Cl)cc3)no2)cc1OC,-9,0.6,8,-3,-4,5,38,5,-28
COc1ccc(CC(=O)N2CCC(Nc3nc4ccccc4n3Cc3ccc(F)cc3)CC2)cc1,0,/,3,-10,-3,7,/,3,11
CC(C)c1nc2oc3c(NCC4CCCO4)ncnc3c2c2c1CCC2 (stereo not drawn),-11,0.6,-3,-4,-7,0,42,5,1
Cn1c2ccccc2c2nnc(SC3CCOC3=O)nc21 (stereo not drawn),-4,1.1,7,3,3,4,-10,-5,0
Cc1ccc(-c2nc(NCCN3CCOCC3)c3ccccc3n2)cc1,1,0.3,5,-8,1,11,72*,-4,4
COc1cc2nc(SCC(=O)NC3CC3)n(CCC3=CCCCC3)c(=O)c2cc1OC,-3,/,2,-6,16,4,/,-20,5
COc1ccccc1N1CCN(C(=O)CSc2nnc(NC(=O)c3ccco3)s2)CC1,5,0.8,5,-2,-11,9,16,9,-16
CN1/C(=C/C(=O)c2nc(S(C)(=O)=O)ncc2Cl)C(C)(C)c2ccccc21,1,0.7,5,-7,-1,11,32,-1,-7
O=C(CNS(=O)(=O)/C=C/c1ccccc1)OCC(=O)N1CCC(Cc2ccccc2)CC1,1,0.5,/,-8,-1,10,52*,4,-15
Cc1ccc(-c2nnn(CC(=O)Nc3cccc4cccnc34)n2)o1,6,0.6,8,-1,-2,8,39,0,0
O=P(c1ccccc1)(c1ccccc1)C(O)c1ccncc1 (stereo not drawn),0,0.9,8,-8,-9,5,13,8,24
O=C(c1cccs1)n1nc(-c2ccccc2)nc1NCc1ccc(F)cc1,0,0.8,2,-20,0,18,22,1,23
COC(=O)c1ccccc1NC(=O)CSc1nnc(C(C)NC(=O)c2ccc(Cl)cc2Cl)n1C (stereo not drawn),6,0.8,0,-2,1,9,17,-4,10
COc1ccc(-c2csc(Cc3nnc(N4CCOCC4)n3-c3ccccc3)n2)cc1OC,3,0.9,/,-6,4,7,14,-1,-1
COc1ccc(N=Cc2ccc[nH]2)cc1,-6,1.1,-4,-1,7,5,-7,-7,1
CCCSc1oc(-c2ccco2)nc1S(=O)(=O)c1ccccc1,5,1.2,3,3,-3,11,-24,2,-23
O=C(NC1CCCCC1)C(c1ccccc1)N1CCOCC1 (stereo not drawn),0,1.1,7,-4,16,1,-8,-18,-6
COc1ccc(/C=N/NC(=O)c2ccc(Cn3cc([N+](=O)[O-])cn3)o2)c(OC)c1C,-5,1.1,/,-6,2,2,-7,0,11
CC(=O)Nc1ccccc1-c1nc2ccc(C(=O)N3CCN(c4cccc(C)c4)C(C)C3)cc2[nH]c1=O (stereo not drawn),-4,0.1,3,-11,8,8,87*,-9,-31
O=C1OC(N2CCN(C(=O)C3CCCO3)CC2)c2ccccc21 (stereo not drawn),-7,1.1,2,-6,2,4,-10,-4,16
C=CCN(CC=C)Cc1c(C)[nH]c2ccc(C(=O)OCC)cc2c1=O,-3,0.8,6,-4,-8,-3,18,6,5
CC(=O)N1CCc2cc(Br)cc(S(=O)(=O)NCC3CCCO3)c21 (stereo not drawn),-2,1.1,-5,-3,-13,-1,-5,11,42
Cc1cc(NC(=O)c2ccc3c(c2)OCO3)no1,0,0.9,11,-5,-9,10,7,9,6
C(=N\n1cnnc1)/c1cccc(OCCOc2ccccc2)c1,-5,0.8,5,-2,3,2,21,1,6
Cn1nc(-c2ccccc2)c(C#N)c1Sc1cccc(Cl)c1,4,0.7,/,1,-3,14,28,6,-12
O=C(NCCCn1ccnc1)c1ccc(Br)c(S(=O)(=O)N2CCOCC2)c1,3,0.1,-1,-3,-1,6,95*,3,-2
O=C(O)CCNc1ccc2c(c1)OCCO2,0,1,3,-11,3,5,0,-3,-41
Fc1ccccc1CSc1nnnn1-c1ccc2c(c1)OCO2,-4,0.6,2,-15,-2,4,42,-1,0
Cc1ccccc1-c1nc2sc3c(c2c(=O)n1N)CCCC3,-2,0.9,5,12,7,4,6,-12,-25
Cc1ccc(-n2c3c(c(=O)[nH]c2=O)C(C(F)(F)F)(C(F)(F)F)NC(=O)N3)cc1,9,1,-3,-7,1,12,1,1,-38
COc1ccc(C)cc1NC(=O)C(CCS(C)(=O)=O)NC(C)=O (stereo not drawn),0,1,3,-8,-12,8,0,9,6
CN1C(=O)c2ccccc2C(C(=O)O)C1c1cccc(F)c1 (stereo not drawn),2,0.9,7,-1,-7,7,10,4,-12
C/C=C(\C)c1nnc(NC(=O)C(C)C)s1,7,0.9,3,-9,2,2,11,-5,-21
COc1ccc(-c2nc(N)n[nH]2)cc1,-1,0.8,2,10,3,5,16,-2,-5
CCOC(=O)CSC1=C(C#N)C(=O)NC(c2ccc(OC)cc2)S1 (stereo not drawn),-2,0.1,-1,1,1,3,94*,2,9
O=C(Oc1ccccc1N1C(=O)CCC1=O)c1ccco1,-2,/,9,-1,8,4,/,-10,-2

# In another format: entries from further up.
SMILES	EphB4 ephrin blk	CYP2C9 act	Candida biofilm	PLK1 inh	PTPN22 act	Rev-RRE block	CYP2C9 inhib	PTPN22 inh 2	Plk1 PBD FP
COc1ccc(CNc2nc3nc(C)cc(C)n3n2)cc1OC	-10	0.9	/	3	13	5	6	-16	-5
CC1(C)Oc2ccc3ccc(=O)oc3c2/C(=C/NCCO)C1=O	-1	1	6	4	0	-3	4	-3	1
